GLP-1R agonist: GLP-1 receptor (human) agonism; P43220; HEK293 GLP-1R CRE-luciferase, luminescence, 4-6 h; cells express a hypersensitive GLP-1R form; Potency, µM (titrated, usually from 45.6 µM), without a hit: top-dose activation, most hits filed as activators; 380,000 compounds, 0.007% hits; AID 624172; active = well fitted activation curve with a large enough effect; inconclusive = small, poorly fitted or top-dose-only effect; inactive = no such curve, though single readings can be large or run the other way; note: % of control where 0% means no effect
Target sequence (P43220 whole entry, looked up): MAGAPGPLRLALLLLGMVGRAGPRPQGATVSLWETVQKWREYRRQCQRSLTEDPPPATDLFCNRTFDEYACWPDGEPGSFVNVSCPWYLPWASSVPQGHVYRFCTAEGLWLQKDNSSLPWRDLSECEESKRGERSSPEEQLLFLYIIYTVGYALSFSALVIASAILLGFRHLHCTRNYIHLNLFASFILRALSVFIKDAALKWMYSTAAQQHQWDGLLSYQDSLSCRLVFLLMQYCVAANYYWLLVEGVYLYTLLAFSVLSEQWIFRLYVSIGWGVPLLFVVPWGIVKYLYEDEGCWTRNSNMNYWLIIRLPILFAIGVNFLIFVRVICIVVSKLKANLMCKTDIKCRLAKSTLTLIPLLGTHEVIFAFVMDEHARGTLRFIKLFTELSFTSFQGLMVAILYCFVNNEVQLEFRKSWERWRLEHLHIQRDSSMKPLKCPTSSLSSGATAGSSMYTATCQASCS
* hit, by the source's call; ? = inconclusive; & = joins results of further samples; [ ] = remark or other dose. Potency is the fitted concentration of half-maximal effect.

SMILES	GLP-1R agonist
CNC[C@H](O)c1ccc(OC(=O)C(C)(C)C)c(OC(=O)C(C)(C)C)c1	?
COc1cc2c(cc1OC)C(c1ccccc1)CN(C)CC2 (stereo unspecified)	10.0%
CCC(=O)OC1C(N(C)C)CC(C)O[C@H]1O[C@H]1[C@H](C)[C@@H](O[C@H]2CC(OC)[C@@H](O)C(C)O2)[C@H](C)C(=O)O[C@@H](CC)[C@](C)(O)[C@@H](O)[C@H](C)C(=O)[C@@H](C)C[C@]1(C)O (stereo partly specified)	7.5%
C#C[C@@]1(O)CC[C@@H]2[C@H]3CCC4=C/C(=N\O)CC[C@H]4[C@@H]3CC[C@]21CC	19.4%
Nc1nc(Cl)nc2c1ncn2[C@@H]1O[C@H](CO)[C@H](O)C1F (stereo partly specified)	25.7%
COc1cc2c(c(OC)c1OC)-c1c(cc3c(c1OC)OCO3)C[C@@H](C)[C@](C)(O)C2	4.1%
CCCCCCOc1ccccc1C(N)=O	26.0%
Cc1ccccc1	12.7%
CC(C)(C)C(=O)C(Oc1ccc(Cl)cc1)n1ccnc1 (stereo unspecified)	9.3%
NC(=O)CCC1NC(=O)C(Cc2ccccc2)NC(=O)C(Cc2ccc(O)cc2)NC(=O)CCSSCC(C(=O)N2CCCC2C(=O)NC(CCCN=C(N)N)C(=O)NCC(N)=O)NC(=O)C(CC(N)=O)NC1=O (stereo unspecified)	1.9%&-7.5%
C[C@@](Cc1ccccc1)(NC(=O)CN)c1ccccc1	1.3%
CCC(C(=O)C(C)C(O)C(C)CCc1ccc(C)c(O)c1C(=O)O)C1OC(CC)(C2CC[C@@](O)(CC)C(C)O2)CC1C (stereo partly specified)	-2.7%
CC(=O)CC/C=C(\C)CC/C=C(/C)CC/C=C(\C)CCC=C(C)C	-0.9%
CC(=O)Oc1cccc(C)c1	-4.2%
O=C(/C=C/c1ccccc1)NCCO	14.0%
CC(=O)OC1C([N+]2(C)CCCCC2)C[C@H]2C3CC[C@H]4C[C@H](OC(C)=O)C([N+]5(C)CCCCC5)CC4(C)C3CCC12C (stereo partly specified)	-1.1%
CN[C@@H]1[C@H](O[C@H]2[C@H](O[C@H]3[C@H](O)[C@@H](O)[C@H](N=C(N)N)[C@@H](O)[C@@H]3N=C(N)N)O[C@@H](C)[C@]2(O)C=O)O[C@@H](CO)[C@H](O)[C@H]1O	-2.0%
CC(C)C[C@H](NC(=O)[C@@H](Cc1c[nH]c2ccccc12)NC(=O)[C@@H](Cc1ccc(O)cc1)NC(=O)[C@@H](CO)NC(=O)[C@@H](Cc1c[nH]c2ccccc12)NC(=O)C(Cc1cnc[nH]1)NC(=O)C1CCC(=O)N1)C(=O)N[C@@H](CCCN=C(N)N)C(=O)N1CCC[C@@H]1C(=O)NCC(N)=O (stereo partly specified)	-2.6%
NCC[C@H](O)C(=O)N[C@@H]1C[C@H](N)[C@@H](O[C@H]2O[C@H](CN)CC[C@H]2N)[C@H](O)[C@H]1O[C@H]1O[C@H](CO)[C@@H](O)[C@H](N)[C@H]1O	27.0%
CC(=O)Nc1ccc(/C=N/NC(N)=S)cc1	-1.1%&9.6%
CC[N+]1(CC)CCC(=C(c2ccccc2)c2ccccc2)C1C (stereo unspecified)	-0.9%
CCC[C@]1(CCc2ccccc2)CC(O)=C([C@H](CC)c2cccc(NS(=O)(=O)c3ccc(C(F)(F)F)cn3)c2)C(=O)O1	-1.3%
COc1ccc(C(=O)/C(Br)=C/C(=O)O)cc1	-0.3%
CC(C(=O)O)c1ccc(/C=C2\CCCCC2=O)cc1 (stereo unspecified)	0.4%
C[C@@H](N)C(=O)O	15.4%
Nc1nc2ccc([N+](=O)[O-])cc2s1	-2.2%[96 µM]
CCOc1ccc(S(=O)(=O)O)c2cccnc12	1.9%
CCOC(=O)C(CS)NCCN[C@@H](CS)C(=O)OCC (stereo partly specified)	-0.9%
C=C1c2c(Cl)ccc(O)c2C(O)=C2C(=O)[C@@]3(O)C(O)=C(C(N)=O)C(=O)[C@@H](N(C)C)[C@@H]3[C@@H](O)[C@H]12	-3.2%[19.8 µM]
Cc1cc2nc3c(=O)[nH]c(=O)nc-3n(CC(O)C(O)C(O)COP(=O)(O)O)c2cc1C (stereo unspecified)	-1.1%
NCCCCC(NC(=O)C1CCCN1C(=O)C1CSSCC(N)C(=O)NC(Cc2ccccc2)C(=O)NC(Cc2ccccc2)C(=O)NC(CCC(N)=O)C(=O)NC(CC(N)=O)C(=O)N1)C(=O)NCC(N)=O (stereo unspecified)	-0.2%
COc1ccc(-c2nc3ccc(C4=C(C)CC(=O)NN4)cc3[nH]2)cc1	28.9%
COC(=O)Nc1nc2ccc(C(=O)c3ccccc3)cc2[nH]1	2.0%[19.8 µM]
C=CCNC1=C2C[C@@H](C)C[C@H](OC)[C@H](O)[C@@H](C)/C=C(\C)[C@H](OC(N)=O)[C@@H](OC)/C=C\C=C(/C)C(=O)NC(=CC1=O)C2=O	0.0%
CC1=CCC(C(C)(C)O)CC1 (stereo unspecified)	5.5%
O=S(=O)(O)CC(S)CS (stereo unspecified)	-5.0%
CN[C@H]1[C@H](O)[C@@H](O[C@@H]2[C@H](O)[C@@H](O[C@H]3OC(CN)=CC[C@H]3N)[C@@H](N)C[C@H]2N)OC[C@@]1(C)O	14.7%[19.8 µM]
O=C(O)[C@@H](S)[C@H](S)C(=O)O	-4.6%
CO[C@@]1(NC(=O)CSC(F)F)C(=O)N2C(C(=O)O)=C(CSc3nnnn3CCO)CO[C@@H]21	5.9%
O=C(O)CN(CC(=O)O)Cc1cc2c(-c3ccccc3C(=O)O)c3cc(CN(CC(=O)O)CC(=O)O)c(=O)cc-3oc2cc1O	-1.3%

For reference, part of the list above.
SMILES	GLP-1R agonist
C=CCNC1=C2C[C@@H](C)C[C@H](OC)[C@H](O)[C@@H](C)/C=C(\C)[C@H](OC(N)=O)[C@@H](OC)/C=C\C=C(/C)C(=O)NC(=CC1=O)C2=O	0.0%
CC1=CCC(C(C)(C)O)CC1 (stereo unspecified)	5.5%
O=S(=O)(O)CC(S)CS (stereo unspecified)	-5.0%
CN[C@H]1[C@H](O)[C@@H](O[C@@H]2[C@H](O)[C@@H](O[C@H]3OC(CN)=CC[C@H]3N)[C@@H](N)C[C@H]2N)OC[C@@]1(C)O	14.7%[19.8 µM]
O=C(O)[C@@H](S)[C@H](S)C(=O)O	-4.6%

Later entries.
SMILES	GLP-1R agonist
CN(C)C(=S)SC(=S)N(C)C	-3.4%
NNc1nnc(NN)c2ccccc12	12.5%
NS(=O)(=O)c1cc2c(cc1Cl)N[C@@H](C(Cl)Cl)NS2(=O)=O	-4.4%[19.8 µM]
O=C1O[C@@H]([C@@H](O)CO)[C@@H](O)[C@H]1O	0.6%
OC[C@@H]1O[C@](CO)(O[C@H]2O[C@H](CO)[C@@H](O)[C@H](O)[C@H]2O)[C@H](O)[C@H]1O	-4.1%
CO[C@]1(NC(=O)Cc2cccs2)C(=O)N2C(C(=O)O)=CC(COC(N)=O)S[C@H]21 (stereo partly specified)	-4.4%
CO/N=C1\C[C@]2(C[C@@H]3C[C@H](C/C=C(/C)C[C@@H](C)/C=C\C=C4\CO[C@@H]5[C@@H](O)C(C)=C[C@@H](C(=O)O3)[C@]45O)O2)O[C@@H](/C(C)=C/C(C)C)[C@H]1C	-4.9%
CC(C)=CCC/C(C)=C/CC/C(C)=C/CC/C=C(\C)CC/C=C(\C)CCC=C(C)C	13.2%
CCCCN1CCCC[C@H]1C(=O)Nc1c(C)cccc1C	5.6%
N#Cc1c(N(CC(=O)O)CC(=O)O)sc(C(=O)O)c1CC(=O)O	15.6%
C[Se]CC[C@H](N)C(=O)O	0.8%
CCCCCCNC(=O)n1cc(F)c(=O)[nH]c1=O	-1.2%
CCN(CC)CCNC(=O)COc1ccc(Cl)cc1	-0.9%
O=C(O)CO.[NH2-].[NH2-].[Pt+2]	1.1%
C[C@]12C=CC(=O)N[C@@H]1CC[C@@H]1C2CC[C@]2(C)C(C(=O)Nc3cc(C(F)(F)F)ccc3C(F)(F)F)CC[C@@H]12 (stereo partly specified)	2.1%
O=S(=O)(O)OCC1OC(COS(=O)(=O)O)(C2(OS(=O)(=O)O)OC(CO)C(OS(=O)(=O)O)C(OS(=O)(=O)O)C2OS(=O)(=O)O)C(OS(=O)(=O)O)C1OS(=O)(=O)O (stereo unspecified)	14.8%
CO/N=C(/C(=O)N[C@@H]1C(=O)N2C(C(=O)OC(C)OC(C)=O)=C(COC(N)=O)CS[C@H]12)c1ccco1 (stereo partly specified)	5.5%
C[N+]1(C)[C@@H]2CC(OC(=O)C(O)(c3cccs3)c3cccs3)C[C@H]1[C@@H]1O[C@@H]12 (stereo partly specified)	-1.9%
N[C@@H](Cc1ccccc1)C(=O)O	-4.0%
C[N+]1(CC2COC(c3ccccc3)(C3CCCCC3)O2)CCCCC1 (stereo unspecified)	5.9%
CC(C)(C)NC[C@H](O)CSc1nc(-c2ccc(C(N)=O)s2)cs1	10.3%
Nc1ncnc(Nc2ccc(Cl)cc2)n1	-5.0%
NCCNc1cccc2ccccc12	-2.4%
Clc1ccc2c(c1)CCc1cccnc1C2=C1CCNCC1	-5.9%
COc1ccc2c(=O)c(C)c(-c3ccccc3)oc2c1CN(C)C	2.6%
C[N+]1(C)CCN(C[C@@](O)(c2ccccc2)C2CCCCC2)CC1	4.7%
CN(C)c1cc(NC(=O)CNC(C)(C)C)c(O)c2c1C[C@@H]1C[C@H]3[C@H](N(C)C)C(=O)C(C(N)=O)=C(O)[C@@]3(O)C(=O)C1=C2O	-0.3%
O=C(CO)NCCCOc1cccc(CN2CCCCC2)c1	1.5%
CC(=O)O[C@@H](C)C[N+](C)(C)C	13.8%[19.8 µM]
CN(Cc1ccc(C(C)(C)C)cc1)c1cccc2ccccc12	-0.8%
OC[C@H]1O[C@@](CO)(O[C@H]2O[C@H](CO)[C@@H](O)[C@H](O)[C@H]2O)[C@@H](O)[C@@H]1O	2.2%
O=C(O[C@H]1CN2CCC1CC2)N1CCc2ccccc2[C@@H]1c1ccccc1	0.5%
CO/N=C1\CN(c2nc3c(cc2F)c(=O)c(C(=O)O)cn3C2CC2)CC1CN (stereo unspecified)	10.8%
CC(=O)Nc1ccc(OC(=O)c2ccccc2O)cc1	-0.5%
CC(C)c1ncc([N+](=O)[O-])n1C	-1.6%
CCN(CC)CCOC(=O)c1ccc(N)cc1Cl	-3.8%
CC(CN1CCOCC1)C(Cc1ccccc1)(Cc1ccccc1)C(=O)N1CCCC1 (stereo unspecified)	-5.5%[110 µM]
CC1=C(/C=C/C(C)=C/C=C/C(C)=C/C(=O)Oc2c(C)c(C)c3c(c2C)CC[C@@](C)(CCC[C@H](C)CCC[C@H](C)CCCC(C)C)O3)C(C)(C)CCC1	8.8%
CC(C)C1CCC(C(=O)NC(Cc2ccccc2)C(=O)O)CC1 (stereo unspecified)	10.7%
COc1cc2c(cc1O)CCN[C@@]21CS[C@H]2c3c(OC(C)=O)c(C)c4c(c3C(COC1=O)N1C2C2c3c(cc(C)c(OC)c3O)CC([C@@H]1O)N2C)OCO4 (stereo partly specified)	-13.8%

Part of the list above, in CSV form.
SMILES,GLP-1R agonist
CC(=O)Nc1ccc(OC(=O)c2ccccc2O)cc1,-0.5%
CC(C)c1ncc([N+](=O)[O-])n1C,-1.6%
CCN(CC)CCOC(=O)c1ccc(N)cc1Cl,-3.8%
CC(CN1CCOCC1)C(Cc1ccccc1)(Cc1ccccc1)C(=O)N1CCCC1 (stereo unspecified),-5.5%[110 µM]

Going on with the list:
SMILES	GLP-1R agonist
CCCCS(=O)(=O)N[C@@H](Cc1ccc(OCCCCC2CCNCC2)cc1)C(=O)O	3.7%
CN1[C@@H]2CCC[C@@H]1CC(NC(=O)c1nn(C)c3ccccc13)C2 (stereo partly specified)	-0.7%
O=C(NOC[C@H](O)CO)c1ccc(F)c(F)c1Nc1ccc(I)cc1F	-1.5%
Cc1cc(-c2ccc(N=Nc3c(S(=O)(=O)O)cc4cc(S(=O)(=O)O)cc(N)c4c3O)c(C)c2)ccc1N=Nc1c(S(=O)(=O)O)cc2cc(S(=O)(=O)O)cc(N)c2c1O	-8.3%
CC(=O)NCCCS(=O)(=O)O	-2.3%
NC(=O)CC[C@@H]1NC(=O)[C@H](Cc2ccccc2)NC(=O)[C@H](Cc2ccc(O)cc2)NC(=O)[C@@H](N)CSSC[C@@H](C(=O)N2CCC[C@H]2C(=O)N[C@@H](CCCN=C(N)N)C(=O)NCC(N)=O)NC(=O)[C@H](CC(N)=O)NC1=O	-4.2%
O=C(Oc1ccccc1)c1cccc(C(=O)Oc2ccccc2)c1	5.2%[96 µM]
FC1(F)C(F)(F)C(F)(F)C2(F)C(F)(F)C(F)(F)C(F)(F)C(F)(F)C2(F)C1(F)F (stereo unspecified)	5.0%
CC/C=C(/C(=O)N[C@@H]1C(=O)N2C(C(=O)OCOC(=O)C(C)(C)C)=C(COC(N)=O)CS[C@H]12)c1csc(N)n1	-1.9%
NCc1ccccc1CC(=O)N[C@@H]1C(=O)N2C(C(=O)O)=C(CSc3nnnn3CC(=O)O)CS[C@@H]12	-6.7%[19.8 µM]
C[C@H](/C=C/[C@H](C)C(C)(C)O)[C@H]1CC[C@H]2/C(=C/C=C3C[C@@H](O)C[C@H](O)C3)CCC[C@]12C	0.1%
CNC1C(O)C(OC2C(NC(=O)C(O)CN)CC(N)C(OC3OC(CN)C(O)C(O)C3O)C2O)OCC1(C)O (stereo unspecified)	0.0%
O=C1CCC(=O)N1CO	13.6%
Cc1cc2nc3c(=O)[nH]c(=O)nc-3n(CC(O)C(O)C(O)CO)c2cc1C (stereo unspecified)	-1.2%
CC12CC[C@@H]3c4ccc(OS(=O)(=O)O)cc4CC[C@H]3C1CCC2=O (stereo partly specified)	-4.3%
COC(F)(F)C(Cl)Cl	-1.5%
O=C1Oc2ccccc2C(=O)C1C(CC(O)c1ccc(-c2ccc(Br)cc2)cc1)c1ccccc1 (stereo unspecified)	-3.8%
O=C(O)c1ccccc1Nc1cc(Cl)ccc1C(=O)O	-3.0%
CCCCC(=O)OCC(=O)[C@H]1[C@H](C)C[C@@H]2[C@@H]3C[C@@H](F)C4=CC(=O)C=C[C@]4(C)[C@@]3(F)[C@@H](O)C[C@@]21C	-0.5%
Cc1cccn2c(=O)c(-c3nnn[nH]3)cnc12	-4.0%

The list is partial; the hit share may differ from the screen's.
